Compound activity (PubChem)
Wnt act: Wnt/beta-catenin pathway activators, primary screen, cell-based, plate reader, single point; Wnt/beta-catenin reporter cell assay, activator; activation, % at 9.35 µM; hit rate 1.2% among 300,000; in the data active means activation above about 30%, passing the limit was not always enough;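 further: 0% = neutral control wells and 100% = positive control wells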
cardiac RTF act: cardiac RTF calcium sensitivity activators, primary screen, biochemical, IANBD-TnC fluorescence, EC20 calcium; AID 493008, 2010; Troponin I, cardiac muscle (Homo sapiens) + Troponin T, cardiac muscle (Homo sapiens) + …; activation, % at 7.2 µM; IANBD-labeled TnC RTF fluorescence at EC20 calcium; 0% EC20 calcium, 100% full calcium; hit rate 0.24% among 340,000;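 active means activation above the mean over all tested compounds plus 3 SD, cut at about 30% in these data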;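 further: rise in fluorescence read as greater calcium sensitivity of cardiac thin filaments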
RTF Ca sens inh: cardiac RTF calcium sensitivity inhibitors, primary screen, biochemical, IANBD-TnC fluorescence, EC70 calcium. Troponin I, cardiac muscle (Homo sapiens) + Troponin T, cardiac muscle (Homo sapiens) + …. hit rate 0.12% among 340,000. AID 493244, 2011. inhibition, % at 7.15 µM. IANBD-labeled cardiac RTF, Ca2+ fluorescence;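 active means inhibition above the mean inhibition of all tested compounds plus 3 SD, cut at about 17% in these data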;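 further: assay run at fixed EC70 calcium of 1.6 mM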
OPRM1-OPRD1 ag: agonists of OPRM1-OPRD1 heterodimerization, primary screen, cell-based, luminescence; activation, % at 9.3 µM; cells; hit rate 0.3% among 340,000; AID 504326, 2011; Mu-type opioid receptor (Homo sapiens) + Delta-type opioid receptor (Homo sapiens), …; in the data active means activation above about 18%;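 further: 0% = vehicle-treated cells and 100% = reference agonist; values of inactives mirror those of a sister screen read the other way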
Target sequence (P35372 whole entry, looked up): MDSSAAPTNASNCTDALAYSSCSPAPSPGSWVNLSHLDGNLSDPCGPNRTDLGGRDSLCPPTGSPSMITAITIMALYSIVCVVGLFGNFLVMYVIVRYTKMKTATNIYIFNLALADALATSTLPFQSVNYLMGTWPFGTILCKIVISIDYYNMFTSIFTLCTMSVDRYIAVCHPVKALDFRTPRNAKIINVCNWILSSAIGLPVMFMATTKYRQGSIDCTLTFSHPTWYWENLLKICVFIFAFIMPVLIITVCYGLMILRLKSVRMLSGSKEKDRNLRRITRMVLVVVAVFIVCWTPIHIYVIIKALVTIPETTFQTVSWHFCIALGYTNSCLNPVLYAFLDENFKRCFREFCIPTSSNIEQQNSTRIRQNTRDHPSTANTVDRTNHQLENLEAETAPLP
Target sequence (P41143 whole entry, looked up): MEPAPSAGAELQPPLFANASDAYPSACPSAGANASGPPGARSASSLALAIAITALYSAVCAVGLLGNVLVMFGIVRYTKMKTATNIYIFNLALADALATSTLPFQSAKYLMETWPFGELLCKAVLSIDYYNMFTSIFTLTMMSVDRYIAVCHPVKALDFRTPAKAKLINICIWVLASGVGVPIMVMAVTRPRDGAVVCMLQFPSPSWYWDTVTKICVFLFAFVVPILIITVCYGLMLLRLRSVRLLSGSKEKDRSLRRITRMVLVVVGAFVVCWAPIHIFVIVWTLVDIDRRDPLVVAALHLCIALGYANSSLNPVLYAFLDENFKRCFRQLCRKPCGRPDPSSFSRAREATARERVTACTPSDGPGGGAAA
Keap1-Nrf2 PPI: Keap1-Nrf2 protein-protein interaction inhibitors, primary screen, biochemical, fluorescence polarization, single point. Keap1 Kelch-Nrf2 peptide fluorescence polarization, 1536-well. AID 504523, 2011. inhibition, % at 9.4 µM. hit rate 0.15% among 340,000; in the data active means inhibition above about 12%;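 further: human Keap1 Kelch domain with fluorescein labeled Nrf2 9mer peptide probe; 0% = neutral control wells and 100% = peptide positive control; higher means more block of Keap1 binding to Nrf2 peptide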
Pemphigus Ab inh: inhibitors of pemphigus antibody binding to DSG3, primary screen, biochemical, bead-based, flow cytometry, scFv-GFP | Desmoglein-3 (Homo sapiens), P32926 | DSG3-coupled beads, scFv-anti-DSG3-GFP binding; active compounds read low | binding (percent of control), % at 10 µM | hit rate 0.48% among 310,000 | AID 588358, 2011;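 active means binding more than 3 SD below its plate's average and above zero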;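 further: hits lower antibody fragment binding to DSG3; some compounds called inactive have numbers as strong as hits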
OPRM1-OPRD1 inv: inverse agonists of MOR-DOR heterodimerization, primary screen, cell-based, luminescence; Mu-type opioid receptor (Homo sapiens) + Delta-type opioid receptor (Homo sapiens), …; cell-based MOR-DOR heterodimer luminescence, inverse agonism; inhibition, % at 9.3 µM; hit rate 0.21% among 340,000; AID 504357, 2011; in the data active means inhibition above about 22%, passing the limit was not always enough;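 further: 0% = cells with DMSO and 100% = wells without cells with DMSO; values of inactives mirror those of a sister screen read the other way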
V-ATPase pHluor: regulators of yeast V-ATPase proton pumping, primary screen, pHLuorin cytosolic pH fluorescence; S. cerevisiae; response, % at 10 µM; hit rate 0.37% among 350,000; in the data active means response mostly above about 7.3%, no sharp cut-off; inactive means mostly below about 5.4%; further: actives read high; inactives centre near 0; some compounds called inactive have numbers as strong as hits; reference of the scale not given here
Arrestin-AP2 inh: inhibitors of beta-arrestin/AP2 binding, primary screen, biochemical, GPCR trafficking, flow cytometry | FITC-arrestin peptide / GST-AP2 beads; AP2 beta2 appendage carries R879A mutation | inhibition, % at 10 µM | hit rate 0.31% among 340,000;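 active means inhibition above a set limit, near 3 SD of compounds lacking own fluorescence, cut at about 54% in these data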;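 further: plate controls were DMSO wells for no effect and 5 µM unlabelled arrestin peptide for full effect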
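Measured by: flow cytometry, FL1 (488/535 nm); Material: AP2 appendage R879A on GSH beads; Evaluation: percent response; Timing: pre-incubation 12 min, peptide binding 1 h, room temperature; Also added: 50 nM FITC-arrestin peptide; Medium: PBS with 0.05% Tween 20 and 0.1% BSA.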
C-LANA FP: inhibitors of KSHV C-LANA binding to DNA, primary screen, biochemical, fluorescence polarization, FAM-LBS DNA, MBP-C-LANA, single point; Kaposi's sarcoma herpesvirus LANA C-terminal domain (residues 932-1162) DNA binding; inhibition, % at 9 µM; hit rate 0.078% among 340,000; AID 504423, 2011;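 active means highest replicate inhibition at or above 60% at 9 µM, even if other replicates fall short; inactive means all replicates below 60% inhibition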;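 further: 0% = neutral control wells and 100% = 4 µM acridine orange control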
* marks the source's active call; other numbers are inactive results; x = not tested or not shown. This is a random part of the collection (roughly 3.1% active in at least one column).

Wnt act	cardiac RTF act	RTF Ca sens inh	OPRM1-OPRD1 ag	Keap1-Nrf2 PPI	Pemphigus Ab inh	OPRM1-OPRD1 inv	V-ATPase pHluor	Arrestin-AP2 inh	C-LANA FP	Compound
-2	-7	5	2.7	2	126	-15	-2	4	-0.1	COc1ccccc1-c1c(C(F)(F)F)oc2cc(OS(C)(=O)=O)ccc2c1=O
-3	3	-8	-1.4	3	82	8	1	5	1.5	COc1ccc(C(=O)Nc2ccccc2C(=O)NCCN2CCOCC2)cc1
3	-1	-2	-2.3	-3	106	12	1	-2	0.9	COc1ccc(N(CC(=O)N2CCOCC2)S(C)(=O)=O)cc1OC
1	8	-8	1.1	-6	91	-6	-1	3	-0.4	COc1ccccc1NC(=O)c1cc2c(=O)n(C)c3ccccc3c2n1C
-2	1	10	-0.2	5	101	1	5	-14	1.2	C=CCNC(=O)c1cc(Cl)ccc1[N+](=O)[O-]
-3	8	2	-0.5	0	102	3	1	25	0.6	CCOC(=O)C1=C(C)n2c(s/c(=C/c3cccc([N+](=O)[O-])c3)c2=O)=NC1c1ccc(O)c(OC)c1 (centres undefined)
16	-1	-10	-3.0	-7	121	14	0	-3	-1.2	Cc1cc(C)c(C#N)c(Nc2ccccc2C)n1
-3	0	5	1.2	-4	100	-7	-2	7	1.1	COc1ccc(NC(=O)c2cc3n(n2)C(C(F)(F)F)CC(c2ccco2)N3)cc1 (centres undefined)
-1	3	-9	-4.1	0	96	19	1	1	-0.1	C#CCN1C=CC(=O)[C@@H](OC(=O)Nc2ccc(OC)cc2)[C@H]1c1ccccc1Br
0	5	-2	-1.0	-5	103	6	1	4	-0.9	O=C(c1cnc2n(c1=O)CCS2)N1CCc2ccccc21
-1	3	5	-4.4	-7	99	22	8	15	2.4	CCS(=O)(=O)c1ccc2oc(SCC(=O)Nc3ccc(OC)cc3)nc2c1
-6	-6	-1	0.9	1	101	-6	-1	24	0.8	CCOC(=O)c1cnn(-c2ccc(Cl)cc2)c1C1CCN(C(=O)OC(C)(C)C)CC1
-1	0	0	-3.6	-3	97	18	2	23	1.0	N#Cc1cc(C(=O)Cc2ccccc2)c[nH]1
-1	7	-6	1.5	-1	97	-8	3	8	0.2	O=C(Nc1nnc(-c2ccco2)s1)C1CCN(S(=O)(=O)c2ccc(Cl)cc2)CC1
-1	4	0	0.2	2	100	-1	-3	16	1.0	O=C(O)CSc1nnc(-c2ccncc2)n1Cc1ccccc1
-2	6	0	2.0	-8	131	-13	-3	0	-1.3	Cc1ccc(OCC(=O)OCCN2C(=O)c3ccccc3C2=O)cc1C
2	2	-2	1.3	-1	178	-8	1	16	0.5	O=C(Nc1ncc2c(n1)-c1ccccc1CC2)c1cccs1
-24	-4	-14	1.5	-4	94	-8	1	40	2.1	O=C(Nc1ccc(Cc2ccncc2)cc1)c1ccc(S(=O)(=O)N2CCCC2)cc1
-2	2	-4	-2.2	2	99	12	0	4	-0.8	COc1ccccc1-c1c(C)nn2c(NCCN3CCCC3)cc(C)nc12
x	1	-14	-3.1	-3	90	16	1	3	-0.4	COc1cccc(C(=O)Nc2nc(-c3ccncc3)cs2)c1

No new results follow: an excerpt of the list.
Wnt act	cardiac RTF act	RTF Ca sens inh	OPRM1-OPRD1 ag	Keap1-Nrf2 PPI	Pemphigus Ab inh	OPRM1-OPRD1 inv	V-ATPase pHluor	Arrestin-AP2 inh	C-LANA FP	Compound
-2	-7	5	2.7	2	126	-15	-2	4	-0.1	COc1ccccc1-c1c(C(F)(F)F)oc2cc(OS(C)(=O)=O)ccc2c1=O
-3	3	-8	-1.4	3	82	8	1	5	1.5	COc1ccc(C(=O)Nc2ccccc2C(=O)NCCN2CCOCC2)cc1
3	-1	-2	-2.3	-3	106	12	1	-2	0.9	COc1ccc(N(CC(=O)N2CCOCC2)S(C)(=O)=O)cc1OC
1	8	-8	1.1	-6	91	-6	-1	3	-0.4	COc1ccccc1NC(=O)c1cc2c(=O)n(C)c3ccccc3c2n1C
-2	1	10	-0.2	5	101	1	5	-14	1.2	C=CCNC(=O)c1cc(Cl)ccc1[N+](=O)[O-]
-3	8	2	-0.5	0	102	3	1	25	0.6	CCOC(=O)C1=C(C)n2c(s/c(=C/c3cccc([N+](=O)[O-])c3)c2=O)=NC1c1ccc(O)c(OC)c1 (centres undefined)
16	-1	-10	-3.0	-7	121	14	0	-3	-1.2	Cc1cc(C)c(C#N)c(Nc2ccccc2C)n1
-3	0	5	1.2	-4	100	-7	-2	7	1.1	COc1ccc(NC(=O)c2cc3n(n2)C(C(F)(F)F)CC(c2ccco2)N3)cc1 (centres undefined)
-1	3	-9	-4.1	0	96	19	1	1	-0.1	C#CCN1C=CC(=O)[C@@H](OC(=O)Nc2ccc(OC)cc2)[C@H]1c1ccccc1Br

Back to the main list; the 2 compounds before the break are reprinted first.
Wnt act	cardiac RTF act	RTF Ca sens inh	OPRM1-OPRD1 ag	Keap1-Nrf2 PPI	Pemphigus Ab inh	OPRM1-OPRD1 inv	V-ATPase pHluor	Arrestin-AP2 inh	C-LANA FP	Compound
-2	2	-4	-2.2	2	99	12	0	4	-0.8	COc1ccccc1-c1c(C)nn2c(NCCN3CCCC3)cc(C)nc12
x	1	-14	-3.1	-3	90	16	1	3	-0.4	COc1cccc(C(=O)Nc2nc(-c3ccncc3)cs2)c1
-2	-10	2	-1.8	-2	105	12	4	-1	-0.7	O=C(NC1CC(=O)N(c2ccc3c(c2)OCCO3)C1)N1CCC(O)CC1 (centres undefined)
-1	4	-4	-0.5	-2	99	3	0	-5	-1.1	CC(=O)N1N=C(N)SC1(C)C
0	-2	6	-2.8	-3	113	13	-1	41	1.6	CCCn1c(SCc2nc(N)nc(N3CCCCC3)n2)nc2c1c(=O)n(C)c(=O)n2C
-3	1	-5	3.0	-4	107	-15	-1	20	-1.5	O=C(C(=O)N1CCN(c2ccccc2Cl)CC1)c1c[nH]c2ccccc12
-1	3	0	0.9	-6	x	-4	0	-2	0.5	CC(=O)c1c(COC(=O)c2ccncc2)nc2ccccc2[n+]1[O-]
-2	-5	-1	-1.7	-1	102	8	-1	13	0.6	O=C1OCCN1C(=O)[C@H]1[C@H](c2ccc(Cl)cc2)C(c2ccc(F)cc2)=NN1c1ccc(Br)cc1
2	1	-2	-1.1	2	97	5	2	-35	-1.7	CC(=O)Nc1ccc(S(=O)(=O)Nc2ccc(C)c([N+](=O)[O-])c2)cc1
-1	2	-11	-1.2	-1	109	6	0	-6	-1.5	CN(C)NC1=CC(=[N+]2CCCC2)CC(C)(C)C1
-5	1	3	-0.1	-2	105	0	-1	7	-0.1	O=C(Nc1cccnc1)C1(c2ccc(Cl)cc2)CCCC1
x	4	2	-0.5	4	98	3	6	6	-1.9	CC(=O)Nc1cccc(C(=O)/C=C/c2cccs2)c1
0	-4	2	-2.7	-1	x	14	-1	-3	0.9	Cc1nc2c3ccccc3nc(NNC(=O)CCC(=O)NCCN3CCN(c4ccccc4)CC3)n2n1
3	0	-4	-3.2	2	106	17	1	0	13	COc1cc(C(=O)NCCCC2CCCC2)ccc1OC1CCN(C(C)=O)CC1
2	-7	-6	-0.4	-1	104	3	x	-8	0.1	COc1ccc(OCC(=O)N/N=C2/C=C(C)CC2)cc1
x	-5	9	-1.1	-2	100	6	4	3	0.3	CCOC(=O)C1=C(C)N(c2ccc(C)c(C)c2)C(=O)/C1=C\c1ccco1
x	8	-3	-0.4	-6	94	2	9	-2	0.4	Cc1cc(C)n(C(=O)CNC(=O)COc2ccccc2)n1
1	-1	-8	-1.3	3	94	7	-1	7	-1.9	Cc1cccc(-n2ccnc2CN2CCN(C3CCCC3)C(CCO)C2)c1 (centres undefined)
-4	-2	-14	1.2	0	96	-7	-2	5	-1.7	COc1cc(CNS(=O)(=O)CCl)cc(OC)c1OC
-1	-5	-2	-0.7	-5	97	3	4	-7	-1.6	COc1ccc(OC)c(/C=N/NC2=NS(=O)(=O)c3ccccc32)c1
x	9	5	-3.5	-1	101	19	-3	-7	0.1	C=CCN(CC(=O)Nc1c(C)cccc1CC)C(=O)SCCC
-1	-2	2	-9.2	-3	103	50*	2	4	0.2	Cc1ccc(C(=O)COC(=O)CN2C(=O)C3CC=CCC3C2=O)cc1[N+](=O)[O-] (centres undefined)
0	3	-6	-2.3	-3	91	11	0	44	-0.1	CN(C(=O)CO/N=C/c1ccc(OC(F)F)cc1)C1CCS(=O)(=O)C1 (centres undefined)
3	-1	-10	-0.7	-4	107	4	0	0	-0.6	Cc1c(C(=O)O)sc2ncnc(N3CCCCC3C)c12 (centres undefined)
43*	6	0	0.4	-4	x	-2	0	7	-1.4	O=C(Nc1nccs1)c1ccc(N2CCOCC2)c([N+](=O)[O-])c1
-2	-4	8	0.7	6	98	-3	-1	-24	-0.1	CCN(CC)S(=O)(=O)c1cccc(NC(=O)CN(C)C2CCCCC2)c1
x	1	-5	-1.1	0	102	6	-1	6	-0.4	CC(Sc1nc(-c2ccccc2)cc(C(F)(F)F)n1)C(=O)NCc1ccco1 (centres undefined)
-3	-1	-9	-2.7	1	x	11	-3	-6	0.4	CCOC(=O)c1[nH]c(C)c(C(=O)OCC(=O)NCc2ccc(OC)cc2)c1C
5	2	-3	-1.7	-2	103	9	-6	-6	0.0	COc1ccc(-n2c(=O)cc(N3CCCCCC3)[nH]c2=O)cc1
x	-3	-6	-1.6	-1	101	8	0	-1	2.8	COc1ccc(Cn2nnnc2C(c2cc3cccc(C)c3[nH]c2=O)N2CCOCC2)cc1 (centres undefined)
-2	-1	0	-0.5	-4	117	3	-8	7	-0.2	Cc1ccc(CN(c2ccc(C(=O)NCc3ccccn3)cc2)S(C)(=O)=O)cc1
0	0	-1	-0.9	2	100	4	1	7	0.1	O=C(CCC(=O)N1CCN(Cc2ccc(F)cc2)CC1)Nc1nnc(C2CCCCC2)s1
0	-4	-5	-2.9	-4	98	15	4	16	-1.6	Cn1nc(C(C)(C)C)c([N+](=O)[O-])c1C(N)=O
0	9	-2	-2.4	-8	88	12	-1	0	-0.4	Cc1cc(C(=O)NCCc2ccc(Cl)cc2)n(-c2ccccc2)n1
